ST2 inh: inhibitors of human ST2 (IL1RL1) binding to IL-33, primary screen, biochemical, AlphaLISA. Interleukin-1 receptor-like 1 (Homo sapiens), Q01638. AlphaLISA ST2-Fc/biotin-IL-33 interaction, 1 h. inhibition, % for hits at 17 µM. 78,000 compounds, 2.3% hits; in the data active means inhibition above about 30%; inconclusive means mostly about 10% to 28%
Target sequence (Q01638 whole entry, looked up): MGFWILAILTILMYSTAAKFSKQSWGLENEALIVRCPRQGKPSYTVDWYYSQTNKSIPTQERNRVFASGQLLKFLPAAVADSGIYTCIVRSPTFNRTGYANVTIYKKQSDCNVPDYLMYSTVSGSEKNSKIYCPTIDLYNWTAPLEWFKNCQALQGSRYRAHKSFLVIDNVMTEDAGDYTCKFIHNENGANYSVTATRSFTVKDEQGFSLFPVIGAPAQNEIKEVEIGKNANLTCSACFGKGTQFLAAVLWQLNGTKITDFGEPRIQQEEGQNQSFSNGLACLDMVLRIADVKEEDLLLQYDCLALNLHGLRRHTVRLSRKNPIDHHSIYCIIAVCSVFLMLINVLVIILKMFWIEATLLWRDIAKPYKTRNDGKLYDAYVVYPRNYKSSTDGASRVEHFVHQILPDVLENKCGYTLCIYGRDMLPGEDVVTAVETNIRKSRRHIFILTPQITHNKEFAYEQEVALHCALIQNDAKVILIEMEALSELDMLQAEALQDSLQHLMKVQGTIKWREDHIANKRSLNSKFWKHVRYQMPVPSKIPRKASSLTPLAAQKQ
Numbers without * were called inactive; i = inactive; ? = inconclusive. These rows are one share of the data. The share of hits here may be higher or lower than overall.

entry	Molecule	ST2 inh
1	Cc1c(C(=O)NCCC2CN(C)CCO2)cnn1-c1ccccn1 (centres undefined)	i
2	COCc1nc2ccccc2n1CCOc1ccc(Br)cc1	i
3	NS(=O)(=O)c1ccc(CCNC(=O)CCn2cnc3c([nH]c4ccccc43)c2=O)cc1	?
4	Cc1ccc(NC(=O)[C@H]2[C@@H](C(=O)O)[C@H]3C=C[C@@H]2C3)c(C)c1	i
5	O=c1c2oc3ccc(Cl)cc3c2nc2n1CCS2	i
6	Nc1ccc(Cc2ccc(N)c(C(=O)O)c2)cc1C(=O)O	?
7	CC(C)CNc1cc(C(=O)N2CCCN(C)CC2)cc(S(=O)(=O)NC(C)(C)C)c1	?
8	Cc1cnc(-n2cnnc2)c(-c2ccc(F)c(CO)c2)c1	i
9	COC(=O)C1=C(C)Nc2ncnn2C1c1ccc2ncccc2c1 (centres undefined)	i
10	Cc1ccc(NC(=O)Cn2c(-c3nonc3N)nc3ccccc32)cc1C	i
11	Cc1cc([N+](=O)[O-])ccc1NC(=O)CCCc1ccccc1	?
12	O=C(c1coc(=O)c2ccccc12)N1CCC2(CC1)OCCO2	i
13	CC(C)COC(=O)CCC(=O)Nc1nccs1	?
14	Cc1ccc2nc(CN(C)Cc3ccc(S(C)(=O)=O)cc3)[nH]c2c1	i
15	COc1ccc(/C=C/C(=O)Nc2ccc3nc(N4CCN(C)CC4)cc(C)c3c2)cc1OC	i

5 records picked at random from those above:
entry	Molecule	ST2 inh
2	COCc1nc2ccccc2n1CCOc1ccc(Br)cc1	i
15	COc1ccc(/C=C/C(=O)Nc2ccc3nc(N4CCN(C)CC4)cc(C)c3c2)cc1OC	i
14	Cc1ccc2nc(CN(C)Cc3ccc(S(C)(=O)=O)cc3)[nH]c2c1	i
13	CC(C)COC(=O)CCC(=O)Nc1nccs1	?
4	Cc1ccc(NC(=O)[C@H]2[C@@H](C(=O)O)[C@H]3C=C[C@@H]2C3)c(C)c1	i

More structures follow:
entry	Molecule	ST2 inh
16	O=C(NC1CCCC1)C1(S(=O)(=O)c2ccc(Cl)cc2)CC1	?
17	N#Cc1cnc2sc3ccccc3n2c1=N	i
18	c1ccc(-c2nc[nH]c2-c2ccccc2Cn2cccn2)cc1	i
19	CC1CN(CCNC(=O)C2CCCc3c2[nH]c2ccccc32)Cc2ccccc2O1 (centres undefined)	i
20	Cn1c(=O)[nH]c(=O)c2c1nc(CN1CCN(Cc3ccccc3)CC1)n2Cc1ccc(F)cc1	i
21	Cc1ccc(-n2nc3c(c2NC(=O)c2ccc(S(=O)(=O)N(C)C)cc2)CS(=O)C3)cc1 (centres undefined)	i
22	O=C1CCCC2=C1C(c1ccccc1Cl)n1nc(SCc3ccccc3)nc1N2 (centres undefined)	?
23	CCN(CC)CCNc1c2c(c(C#N)c3nc4ccccc4n13)CCC2	i
24	CC1(C)CC(=O)C2=C(C1)N(Cc1ccco1)C1=C(C(=O)c3ccccc31)C2c1ccc(F)cc1 (centres undefined)	?
25	COC(=O)[C@@H]1Cc2ncn(Cc3ccc(Cl)cc3)c2CN1C(=O)c1ccc(C#N)cc1	i
26	CCOC(=O)CC1CCCCN1C(=O)c1ccc2nc(-c3cccc(OC)c3)oc2c1 (centres undefined)	i
27	CC1(C)C[C@@H]2C[C@@](C)(CN2C(=O)C(C)(C)NC(=O)c2cccs2)C1	i
28	COc1ccc(C(=O)Nc2cc(C(F)(F)F)ccc2Cl)cc1[N+](=O)[O-]	i
29	CCOC(=O)CN(Cc1ccccc1Cl)S(=O)(=O)c1ccc(C(C)(C)C)cc1	i
30	O=C(Nc1c2c(nn1-c1ccc(Cl)cc1)CSC2)c1ccc(Br)cc1	i
31	CC1CC(C)CN(C2CC(=O)N(c3ccccc3)C2=O)C1 (centres undefined)	i
32	Cc1ccsc1[C@@H]1CCN(Cc2cc(CC(C)C)n[nH]2)C[C@H]1O	?
33	COc1ccc(NC(=O)c2cc(S(=O)(=O)N3CCCC3)ccc2Cl)cc1	i
34	Cc1ccc(S(=O)(=O)N2CC(C)OC(C)C2)cc1 (centres undefined)	i
35	COc1ccc(C2C(C(=O)Nc3cc(C)ccn3)=C(C)NC3=C2C(=O)CC(C)(C)C3)cc1 (centres undefined)	i
36	Cc1ccc(-c2ccnc(NC3CC(=O)N(CC(C)(C)C)C3)n2)c(C)n1 (centres undefined)	i
37	Cc1cccc(Cn2c(CN3CCOCC3)nc3c2c(=O)[nH]c(=O)n3C)c1	i
38	Cc1ccc(S(=O)(=O)Cc2noc([C@@H]3C[C@@H](O)CN3Cc3ccccc3[N+](=O)[O-])n2)cc1	31.0%*
39	Cc1ccc(S(=O)(=O)NC(CC(=O)O)c2ccccc2)cc1 (centres undefined)	?
40	COc1ccc(-n2nc(C(=O)N3CCCC3)c3c4ccccc4n(C)c3c2=O)cc1Cl	i
41	CCOc1ccc(N2CC(C(N)=O)CC2=O)cc1 (centres undefined)	i
42	CCOc1ncccc1-c1ccc(C)nc1N	i
43	CCN(CC)S(=O)(=O)c1ccc2oc(C(=O)NC3CCCC(C)C3C)c(C)c2c1 (centres undefined)	i
44	CCCS(=O)(=O)N1CCN(S(=O)(=O)c2ccccc2[N+](=O)[O-])CC1	i
45	O=C(O)CCCC(=O)N1CCN(c2ccc(F)cc2)CC1	i

The list goes on (4 carried over from the part before).
entry	Molecule	ST2 inh
42	CCOc1ncccc1-c1ccc(C)nc1N	i
43	CCN(CC)S(=O)(=O)c1ccc2oc(C(=O)NC3CCCC(C)C3C)c(C)c2c1 (centres undefined)	i
44	CCCS(=O)(=O)N1CCN(S(=O)(=O)c2ccccc2[N+](=O)[O-])CC1	i
45	O=C(O)CCCC(=O)N1CCN(c2ccc(F)cc2)CC1	i
46	Cc1ccc(CN2C(=O)CSc3ccc(C(=O)NCCC4=CCCCC4)cc32)cc1	i
47	COc1ccc(Br)cc1CN1CCC(O)CC1	i
48	COC(=O)[C@@H]1Cc2ncn(Cc3ccc(Cl)cc3)c2CN1S(C)(=O)=O	i
49	CCN(CC)Cc1cnc2c(C(=O)N3CCCCC3C(N)=O)cnn2c1 (centres undefined)	?
50	Cc1ccc(-n2ncc3c2CC(C)(C)CC3NC(=O)CCc2ccc3c(c2)OCO3)cc1 (centres undefined)	?
51	COc1ccc(NC(=O)CCS(=O)(=O)c2ccc(Br)s2)cc1	i
52	CCc1ccc(C2CC(c3ccccc3OC)n3nc(N)nc3N2)cc1 (centres undefined)	?
53	CN(Cc1ccccc1)C(=O)C[C@@H]1CCNC[C@@H]1Cc1cc(-c2ccccc2)on1	?
54	CCSc1nc2c(c(=O)[nH]1)C(c1ccncc1)C1=C(CC(C)(C)CC1=O)N2 (centres undefined)	i
55	COc1cc(-c2cccc3cccnc23)ccc1NC(C)=O	?
56	O=C(CNC(=O)c1cccs1)NCCC1=CCCCC1	i
57	CCOc1ccc(S(=O)(=O)Nc2ccc3c(c2)OCO3)c2cccnc12	?
58	CN1CCN([C@@H]2[C@H](O)[C@H](CO)O[C@@H]2CNC(=O)Nc2cccc(Cl)c2)CC1	i
59	O=C(CS(=O)(=O)c1c[nH]c2ccccc12)Nc1ccc(Br)cc1	i
60	O=C(NC1CCCC1)C1c2ccccc2C(=O)N1C1CCCCC1 (centres undefined)	i
61	COc1cccc(-c2cc(C(=O)NCC3(C)CC(C)=NO3)[nH]n2)c1 (centres undefined)	i
62	COc1ccccc1C1C(C#N)=C(N)SC(N)=C1C#N	i
63	Cn1c2c(c(=O)n(C)c1=O)C(c1ccc(Cl)c(Cl)c1)C1=C(N2)c2ccccc2C1=O (centres undefined)	?
64	C=CCNc1ncnc2c1cnn2-c1ccc(Cl)cc1	i
65	CCC(NCCC1=CCCCC1)c1ccc(OC)c(OC)c1 (centres undefined)	i
66	Cc1cccc(C)c1N(CC(=O)Nc1cccc(Cl)c1C)S(C)(=O)=O	i
67	Cn1nccc1C(=O)Nc1ccc(OC(=O)c2ccnn2C)cc1	?
68	CC1CCCN(CC(O)COc2ccc(C3CCCCC3)cc2)C1 (centres undefined)	i
69	CC(C)(C)n1nc2c(c1NC(=O)c1ccccc1[N+](=O)[O-])CS(=O)C2 (centres undefined)	i
70	Cc1cc(O)c(C(C[N+](=O)[O-])c2ccc(F)cc2)c(=O)o1 (centres undefined)	?
71	O=C(O)[C@H]1NCCC[C@H]1C(=O)O	i
72	Oc1ccc(F)cc1C1=NNC(c2ccc3c(c2)OCCO3)C1 (centres undefined)	?
73	NC1=NC(=O)C(CC(=O)Nc2ccc(OC(F)F)cc2)S1 (centres undefined)	i
74	O=C(Nc1ccncc1)c1ccccc1F	?
75	O=C(O)c1ccc(NC(=O)c2cc3cc(Br)ccc3oc2=O)cc1	i
76	CCOC(=O)C1(CC2CC2)CCN(S(=O)(=O)c2ccc(Cl)cc2)CC1	i
77	O=C1CCCN1c1ccccc1O	i
78	Cc1ccc(C2c3nc[nH]c3CCN2Cc2cc(C)ccc2O)cc1 (centres undefined)	i
79	COc1ccc(OC)c(C2Oc3nc(SC)nnc3-c3ccccc3N2C(C)=O)c1 (centres undefined)	i
80	Clc1nc(-c2ccccc2CN2CCOCC2)ns1	i
81	CC(=O)Nc1ccc(Nc2nc(C)cc(N(C)C)n2)cc1	?
82	COc1ccc(C)c2c(O)c(CC=C(C)C)c(=O)oc12	i
83	CN1C(=O)N(CCCc2ccncc2)C(=O)C12CCN(Cc1ccc3c(c1)OCO3)CC2	i
84	CCc1cn[nH]c1C1CCCN(C(=O)c2cc3cc(Cl)cc(OC)c3o2)C1 (centres undefined)	i
85	COc1ccc(OC)c(S(=O)(=O)NCCC(C)C)c1	i
86	C1COC(CN2CCN(C3CCC4(CCNCC4)CC3)CC2)C1 (centres undefined)	i
87	O=c1nc(-c2ccc(Cl)cc2)c2ccccc2[nH]1	i
88	Brc1ccc(Cn2nnc(-c3ccc4c(c3)OCO4)n2)cc1	i
89	O=C(C1CC1)N1CCc2cc(Br)cc(S(=O)(=O)NC3CCCCCC3)c21	i
90	c1ccc(N2CCN(Cc3ccsc3)CC2)cc1	i
91	Cc1cc(N(C)C)nc(Nc2ccc(NC(=O)CCC3CCCC3)cc2)n1	i
92	CC(C)=CC(=O)N1CCCN(C)C2(CCN(C)CC2)C1	i
93	CC1CC(=O)C2=C(C1)OC(N)=C(C#N)C2c1ccc(Cl)c(Cl)c1 (centres undefined)	i
94	O=C(Nc1ncc(Cc2cccc(C(F)(F)F)c2)s1)c1ccccc1[N+](=O)[O-]	?
95	CN(Cc1ccc(-n2cccn2)cc1)Cc1ncccc1C(=O)O	i
96	O=C(Nc1cccc(-c2ccc(F)cc2)c1)C1CCCN1C(=O)c1ccncc1 (centres undefined)	i
97	COc1ccc(NC(=O)CSc2ncnc3nc(N(C)C)sc23)cc1Cl	i
98	O=C(CSc1cn(CCNC(=O)c2ccccc2F)c2ccccc12)Nc1ccc(F)cc1	i
99	Cn1cc(CN(C(=O)C(O)c2ccc(C(F)(F)F)cc2)C2CC2)cn1 (centres undefined)	?
100	CCOC(=O)CN1N=C(c2ccc(C)cc2)CCC1=O	?
101	CC(=O)c1ccc(N2CCN(S(=O)(=O)c3c(C)n[nH]c3C)CC2)cc1	i
102	COc1cccc(NC(=O)NC[C@H]2O[C@@H](CO)[C@@H](O)[C@H]2N(C)CCc2ccccc2)c1	?
103	OC1(c2cccc(C(F)(F)F)c2)CCN(Cc2ccco2)CC1	i
104	CCc1nnc(-c2cn(CC(=O)Nc3ccc(S(N)(=O)=O)cc3)c3ccccc23)o1	i
105	COc1ccc(OC(C)C(=O)Nc2ccc([N+](=O)[O-])cc2OC)cc1 (centres undefined)	?

Following part
entry	Molecule	ST2 inh
106	CCO[C@H]1COC[C@@H]1NC(=O)c1ccc(NCc2sccc2C)cc1	?
107	COc1cc(/C=C2\C(=O)NN(c3ccccc3)C2=O)ccc1OCc1c(F)cccc1Cl	?
108	CCOc1ccc(-c2nc3s/c(=C\c4ccc(OC)cc4OC)c(=O)n3n2)cc1	i
109	O=C(NCCN1CCCCCC1)c1ccc(CS(=O)(=O)c2ccc(Br)cc2)o1	i
110	Cc1c(Cn2ccnc2-c2ccc3c(c2)CC(C)(C)O3)cnn1C	?
111	COc1cc(C(=O)Nc2ccc3c(c2)Cc2ccccc2-3)cc(OC)c1OC	i
112	Cc1cc(N2CCCC2)nc(N2CCN(S(=O)(=O)c3cc(C)c(C)cc3C)CC2)n1	i
113	COc1ccc(C2CC(=O)n3nc(-c4ccc(C)cc4)nc3S2)cc1 (centres undefined)	i
114	CN1[C@H]2CC[C@@H]1CN(Cc1cc3n(n1)CCCNC3)CC2	i
115	COCC(=O)Nc1cc(C(=O)N2CCCC(c3ccccc3C)C2)cc2nc(-c3cccnc3)n(C)c12 (centres undefined)	i
116	COc1ccc(CCn2nc(C(=O)N(C)C)c3c2CCN(C(=O)c2cccnc2SC)C3)cc1	i
117	Nc1cccc(C(=O)N2N=C(C(F)(F)F)CC2(O)c2ccc(F)cc2)c1 (centres undefined)	?
118	NC(=O)c1cc2cc(Br)ccc2oc1=Nc1ccccc1	33.0%*
119	COc1cccc2sc(N3CCOCC3)nc12	i
120	CN(Cc1ncc[nH]1)Cc1ccc(-c2ccccc2Cl)o1	?
121	O=C(NCCn1cc(SCc2ccc([N+](=O)[O-])cc2)c2ccccc21)c1ccccc1F	?
122	CC(C)(C)OC(=O)COc1ccc2cc(-c3nc4ccccc4s3)c(=O)oc2c1	?
123	O=C(CC[C@@H]1CNC(=O)[C@@H]2C[C@H](NCc3ccc(F)cc3)CN12)NCc1ccccc1	i
124	Cc1cccnc1CN1CCN(Cc2[nH]c3ccc(Cl)cc3c2C)CC1	?
125	CCN(CC)S(=O)(=O)c1ccc(C)cc1	i
126	OCC(O)C(O)C(O)C(O)c1nc2ccccc2[nH]1 (centres undefined)	i
127	CCOc1ccc(C(=O)Nc2c3c(nn2-c2ccc(F)cc2)CS(=O)C3)cc1 (centres undefined)	i
128	Cc1ccc(NC(=O)c2ccc(Cl)cc2Cl)cc1[N+](=O)[O-]	i
129	COc1ccc(-c2cn3c(n2)c(=C2CCCN2)c(=O)n3-c2ccccc2)cc1	?
